bIAP inhibitor – blocks bovine intestinal alkaline phosphatase activity | purified bovine IAP, CDP-star luminescence, 30 min | inhibition, % at 20 µM | 190,000 tested, under 10 active;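 active means over 50% inhibition of intestinal alkaline phosphatase at 20 µM in the single-dose screen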
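Assay system – bovine IAP enzyme · Quantity – bovine IAP at 1/65,000,000 final dilution · Detection – CDP-star luminescence signal · Times – 30 min reaction at room temperature · Also added – CDP-star substrate at 30 µM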
SRC2 TRFRET art – flags TR-FRET format artefacts in PPARgamma SRC-2 recruitment agonist screen; TR-FRET ratio at 8 µM; 200,000 tested, 0.4% active; TR-FRET artefact counter-screen; hits give high values; in the data active means TR-FRET ratio above about 2000; further: inactives centre near 1500; reference of the scale not given here
PPARg SRC-3 ag – PPARgamma-driven SRC-3 recruitment agonism; P37231; biochemical PPARgamma/SRC-3 coactivator recruitment assay; activation, % at 8 µM; 200,000 tested, 0.26% active; AID 731; in the data active means activation above about 23%;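 further: 0% = DMSO and 100% = reference agonist; some compounds past the cut are filed as inactive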
L major viab – inhibitors of Leishmania major promastigote growth. 200,000 tested, 9% active. inhibition, % at 10 µM. Leishmania major promastigotes, resazurin fluorescence viability; in the data active means inhibition above about 50%;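 further: promastigotes grown with compound for 44 hours at 28 °C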
bIAP act – intestinal alkaline phosphatase (bovine) activation | purified bovine IAP, CDP-star luminescence, 30 min; hits give high values; fold of DMSO-control signal, blank-subtracted | activation factor at 20 µM | 200,000 tested, 0.17% active;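 active means activation factor of 2 or more at 20 µM, a signal rise over negative controls twice the positive control's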
Redox H2O2 prof – compounds producing H2O2 with reducing agent – biochemical, NIH compound library profiling, artefact control for MLSCN library redox annotation, primary screen; DTT-dependent redox cycling H2O2, phenol red/HRP absorbance; 100% = 100 µM peroxide control, 0% = buffer; activation, % at 10 µM; 200,000 tested, 0.03% active; AID 878;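 active means activation of at least 50% relative to the plate's high and low controls in the primary single-dose screen; inactive means activation below 50%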;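 further: compound incubated with DTT at 0.8 mM final as the reducing agent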
ROMK mod – modulates human ROMK potassium channel activity; P48048; Tet-inducible ROMK, thallium flux fluorescence; actives lie on both sides; B-score at 10 µM; 130,000 tested, 2% active;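 active means signal ratio slope over the read window, or its plate-corrected B-score, at least 3 SD from the plate mean, either direction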;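 further: B-score of the F/F0 ratio slope over 7 to 12 s after thallium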
Target sequence (P48048 whole entry, looked up): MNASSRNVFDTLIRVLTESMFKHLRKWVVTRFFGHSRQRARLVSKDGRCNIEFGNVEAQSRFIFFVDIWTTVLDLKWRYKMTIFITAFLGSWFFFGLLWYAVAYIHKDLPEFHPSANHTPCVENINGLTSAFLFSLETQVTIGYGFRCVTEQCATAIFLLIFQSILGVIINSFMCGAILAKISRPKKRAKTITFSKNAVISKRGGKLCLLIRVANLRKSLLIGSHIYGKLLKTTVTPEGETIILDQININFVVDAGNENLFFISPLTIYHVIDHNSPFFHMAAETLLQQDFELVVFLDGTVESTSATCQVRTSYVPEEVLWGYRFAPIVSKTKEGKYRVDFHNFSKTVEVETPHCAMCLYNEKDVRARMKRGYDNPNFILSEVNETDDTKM
S1P3 antag – S1P3 (human) receptor antagonism; Q99500; CHO S1P3 NFAT-BLA reporter, FRET fluorescence, antagonist mode; inhibition, % at 4.98 µM; 170,000 tested, 0.27% active;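 active means inhibition above the plate cutoff, the mean inhibition of test wells on that plate plus 3 SD, cut at about 28% in these data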;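 further: cells challenged with S1P at its EC80 of 0.8 µM; blue over green emission ratio from cleaved BLA substrate after 4 h stimulation; 0% = S1P-stimulated wells and 100% = unstimulated DMSO-only wells; some compounds past the cut are filed as inactive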
Target sequence (Q99500 whole entry, looked up): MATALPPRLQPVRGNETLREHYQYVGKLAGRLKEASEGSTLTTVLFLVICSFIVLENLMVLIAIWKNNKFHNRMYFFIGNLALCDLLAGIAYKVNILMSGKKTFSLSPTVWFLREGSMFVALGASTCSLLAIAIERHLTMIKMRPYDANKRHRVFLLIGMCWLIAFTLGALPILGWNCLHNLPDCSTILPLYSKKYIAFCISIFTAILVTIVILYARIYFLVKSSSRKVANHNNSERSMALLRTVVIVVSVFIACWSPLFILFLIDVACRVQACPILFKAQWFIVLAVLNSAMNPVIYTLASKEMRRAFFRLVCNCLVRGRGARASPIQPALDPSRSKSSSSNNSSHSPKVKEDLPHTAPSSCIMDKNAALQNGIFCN
TLR4 MyD88 comp – blocks binding of human TLR4 to MyD88; HeLa CL3-4 TLR4/MyD88 BLA complementation, FRET ratio; inhibition, % at 8.4 µM; 200,000 tested, 0.18% active; in the data active means inhibition above about 25%;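 further: 0% = vehicle and 100% = reference inhibitor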
PPARg SRC2 recr – PPARgamma-driven SRC-2 recruitment agonism | P37231 | PPARgamma LBD-SRC-2 recruitment, biochemical | activation, % at 8 µM | 200,000 tested, 0.34% active | AID 1032; in the data active means activation above about 22%;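 further: 0% = vehicle and 100% = reference agonist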
PPARg SRC1 recr – PPARgamma-driven SRC-1 recruitment agonism | PPARgamma-SRC-1 coactivator recruitment biochemical assay | activation, % at 8 µM | 200,000 tested, 0.41% active; in the data active means activation above about 19%;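 further: 0% = DMSO and 100% = reference agonist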
The depositor's hits bear a star.

What do the screens show for `O=[N+]([O-])c1cc(/C=N/OCc2c(Cl)cccc2Cl)ccc1N1CCOCC1`?
bIAP inhibitor: 6; SRC2 TRFRET art: 1325; PPARg SRC-3 ag: -19; L major viab: 10; bIAP act: 0.9; Redox H2O2 prof: -3.0; TLR4 MyD88 comp: -10; PPARg SRC2 recr: -1; PPARg SRC1 recr: -2

How did CCc1ccc(N2CC(C(=O)Nc3ccccc3F)CC2=O)cc1 (stereo not drawn) do in these assays?
bIAP inhibitor: 12; SRC2 TRFRET art: 1438; PPARg SRC-3 ag: 3; L major viab: -5; bIAP act: 0.9; Redox H2O2 prof: -0.7; S1P3 antag: 12; TLR4 MyD88 comp: -1; PPARg SRC2 recr: 9; PPARg SRC1 recr: 0

Results for CCN(CC)Cc1cc(NC2=NS(=O)(=O)c3ccccc32)ccc1OC(=O)C(C)C ?
bIAP inhibitor: 7; SRC2 TRFRET art: 1426; PPARg SRC-3 ag: -8; L major viab: 99*; bIAP act: 0.9; Redox H2O2 prof: 0.1; ROMK mod: -0.78; TLR4 MyD88 comp: 5; PPARg SRC2 recr: 5; PPARg SRC1 recr: 5

What do the screens show for `CSCC(NS(=O)(=O)c1ccc(C)cc1)C(=O)O` (stereo not drawn)?
bIAP inhibitor: -8; SRC2 TRFRET art: 1638; PPARg SRC-3 ag: 5; L major viab: -8; bIAP act: 1.1; Redox H2O2 prof: -1.1; ROMK mod: 0.15; S1P3 antag: 2; TLR4 MyD88 comp: -13; PPARg SRC2 recr: 1; PPARg SRC1 recr: 6

What do the screens show for `Brc1ccc(-c2nc3ncccn3c2NC2CCCCC2)o1`?
bIAP inhibitor: 12; SRC2 TRFRET art: 1554; PPARg SRC-3 ag: 5; L major viab: 8; bIAP act: 0.9; Redox H2O2 prof: 1.5; ROMK mod: 0.81; TLR4 MyD88 comp: 4; PPARg SRC2 recr: 5; PPARg SRC1 recr: 0

How did COc1ccc2c(c1OC)C(=O)N(c1nccs1)C2 do in these assays?
bIAP inhibitor: 2; SRC2 TRFRET art: 1543; PPARg SRC-3 ag: 2; L major viab: -3; bIAP act: 1; Redox H2O2 prof: 2.9; S1P3 antag: -9; TLR4 MyD88 comp: -9; PPARg SRC2 recr: -4; PPARg SRC1 recr: 0

What do the screens show for `CC(=O)Nc1c(C(=O)C2CC2)oc2ccccc12`?
bIAP inhibitor: 12; SRC2 TRFRET art: 1638; PPARg SRC-3 ag: -9; L major viab: 2; bIAP act: 0.9; Redox H2O2 prof: 3.1; S1P3 antag: 0; TLR4 MyD88 comp: 2; PPARg SRC2 recr: -3; PPARg SRC1 recr: -1

How did CCC(SC1=NCCS1)C(=O)Nc1ccc(S(N)(=O)=O)cc1 (stereo not drawn) do in these assays?
bIAP inhibitor: -5; SRC2 TRFRET art: 1648; PPARg SRC-3 ag: 5; L major viab: -8; bIAP act: 1; Redox H2O2 prof: 0.6; ROMK mod: 1; S1P3 antag: -12; TLR4 MyD88 comp: -4; PPARg SRC2 recr: 4; PPARg SRC1 recr: 5

What do the screens show for `CCNc1nc(Cl)nc(NCCOc2ccc(C)cc2)n1`?
bIAP inhibitor: 15; SRC2 TRFRET art: 1520; PPARg SRC-3 ag: -2; L major viab: 38; bIAP act: 0.8; Redox H2O2 prof: -0.5; S1P3 antag: 5; TLR4 MyD88 comp: -1; PPARg SRC2 recr: -4; PPARg SRC1 recr: -2

What do the screens show for `Cc1cc(C)nc(Nc2ccc(C)c([N+](=O)[O-])c2)n1`?
bIAP inhibitor: 17; SRC2 TRFRET art: 1285; PPARg SRC-3 ag: 7; L major viab: 6; bIAP act: 0.8; Redox H2O2 prof: -0.9; ROMK mod: -1.5; S1P3 antag: 2; TLR4 MyD88 comp: -1; PPARg SRC2 recr: -5; PPARg SRC1 recr: -2

Results for Cc1ccc(CNC(=O)COC(=O)Cc2ccc(-c3ccccc3)cc2)cc1 ?
bIAP inhibitor: 23; SRC2 TRFRET art: 1478; PPARg SRC-3 ag: 1; L major viab: -3; bIAP act: 0.8; Redox H2O2 prof: 0.2; ROMK mod: 0.69; S1P3 antag: -13; TLR4 MyD88 comp: 10; PPARg SRC2 recr: 2; PPARg SRC1 recr: 4

What do the screens show for `O=C(NC(=S)Nc1ccc(N2CCCC2)cc1)c1ccccc1[N+](=O)[O-]`?
bIAP inhibitor: 5; SRC2 TRFRET art: 1695; PPARg SRC-3 ag: 1; L major viab: 54*; bIAP act: 1; Redox H2O2 prof: 0.3; ROMK mod: 0.086; S1P3 antag: -8; TLR4 MyD88 comp: -8; PPARg SRC2 recr: 2; PPARg SRC1 recr: 7

What do the screens show for `CC(C)CC(=O)NC(c1cccs1)c1ccc2cccnc2c1O` (stereo not drawn)?
bIAP inhibitor: -7; SRC2 TRFRET art: 1710; PPARg SRC-3 ag: 8; L major viab: 100*; bIAP act: 1.1; Redox H2O2 prof: 0.1; ROMK mod: -0.017; S1P3 antag: 3; TLR4 MyD88 comp: -13; PPARg SRC2 recr: 11; PPARg SRC1 recr: 5

What do the screens show for `CNC(=O)C1CC(=O)N(Cc2ccc3c(c2)OCO3)C(=Nc2ccc(F)cc2)S1` (stereo not drawn)?
bIAP inhibitor: 1; SRC2 TRFRET art: 1637; PPARg SRC-3 ag: 7; L major viab: -4; bIAP act: 1; Redox H2O2 prof: 0.7; S1P3 antag: -4; TLR4 MyD88 comp: 6; PPARg SRC2 recr: 9; PPARg SRC1 recr: -3

What do the screens show for `CCc1ccc(NC(=O)CSC2=C(C#N)C(c3ccco3)C3=C(CCCC3=O)N2)cc1` (stereo not drawn)?
bIAP inhibitor: 16; SRC2 TRFRET art: 1329; PPARg SRC-3 ag: 11; L major viab: 13; bIAP act: 0.8; Redox H2O2 prof: 0.2; ROMK mod: -1; TLR4 MyD88 comp: 3; PPARg SRC2 recr: -1; PPARg SRC1 recr: 1

Results for NS(=O)(=O)c1ccc(N/C=C/C(=O)c2ccc(Br)cc2)cc1 ?
bIAP inhibitor: 24; SRC2 TRFRET art: 1570; PPARg SRC-3 ag: -3; L major viab: -5; bIAP act: 0.8; Redox H2O2 prof: 0.0; ROMK mod: 0.07; S1P3 antag: 2; TLR4 MyD88 comp: -7; PPARg SRC2 recr: -5; PPARg SRC1 recr: -2

What do the screens show for `N#CC1=C2SCC(O)(c3ccccc3)N2C(=O)CC1c1ccccc1F` (stereo not drawn)?
bIAP inhibitor: 6; SRC2 TRFRET art: 1570; PPARg SRC-3 ag: -4; L major viab: 99*; bIAP act: 0.9; Redox H2O2 prof: -0.2; ROMK mod: -0.24; TLR4 MyD88 comp: 6; PPARg SRC2 recr: 13; PPARg SRC1 recr: 6

Results for Cn1cc(C(=O)CCl)c2ccccc21 ?
bIAP inhibitor: 14; SRC2 TRFRET art: 1668; PPARg SRC-3 ag: 4; L major viab: 92*; bIAP act: 0.9; Redox H2O2 prof: -0.6; ROMK mod: -0.97; S1P3 antag: -2; TLR4 MyD88 comp: 24; PPARg SRC2 recr: 0; PPARg SRC1 recr: 11

Results for CNc1nc(Sc2ccccc2)cc(C(F)(F)F)n1 ?
bIAP inhibitor: 8; SRC2 TRFRET art: 1556; PPARg SRC-3 ag: -7; L major viab: 3; bIAP act: 0.9; Redox H2O2 prof: -11; TLR4 MyD88 comp: -8; PPARg SRC2 recr: 4; PPARg SRC1 recr: -3

How did CCCN(CCC)c1cc(Cl)nc(N)n1 do in these assays?
bIAP inhibitor: 8; SRC2 TRFRET art: 1597; PPARg SRC-3 ag: 5; L major viab: -1; bIAP act: 0.9; Redox H2O2 prof: 2.9; ROMK mod: -1.4; S1P3 antag: -4; TLR4 MyD88 comp: 4; PPARg SRC2 recr: 3; PPARg SRC1 recr: 3

Results for CC(=O)Nc1cccc(/C(C)=N/NS(=O)(=O)c2ccc(C)cc2)c1 ?
bIAP inhibitor: -14; SRC2 TRFRET art: 1490; PPARg SRC-3 ag: 7; L major viab: 0; bIAP act: 1.1; Redox H2O2 prof: -1.1; ROMK mod: 0.47; S1P3 antag: -8; TLR4 MyD88 comp: -7; PPARg SRC2 recr: 13; PPARg SRC1 recr: -1

Results for COc1ccc(/C=N/N=C2/CC(C)(C)Cc3n[nH]c(=O)cc32)cc1 ?
bIAP inhibitor: -13; SRC2 TRFRET art: 1606; PPARg SRC-3 ag: -1; L major viab: 1; bIAP act: 1.1; Redox H2O2 prof: -1.5; ROMK mod: -0.95; S1P3 antag: 1; TLR4 MyD88 comp: -12; PPARg SRC2 recr: 6; PPARg SRC1 recr: 5

What do the screens show for `CN1C=CC=C/C1=C1/N=C(c2ccccc2)OC1=O`?
bIAP inhibitor: 9; SRC2 TRFRET art: 1803; PPARg SRC-3 ag: -1; L major viab: -1; bIAP act: 0.9; Redox H2O2 prof: -1.4; ROMK mod: 0.59; S1P3 antag: 10; TLR4 MyD88 comp: 7; PPARg SRC2 recr: 0; PPARg SRC1 recr: 4

Results for COc1ccc(S(=O)(=O)Nc2nnc(CC(C)(C)C)s2)cc1 ?
bIAP inhibitor: -4; SRC2 TRFRET art: 1370; PPARg SRC-3 ag: -3; L major viab: 2; bIAP act: 1; Redox H2O2 prof: -0.5; ROMK mod: 0.44; S1P3 antag: -6; TLR4 MyD88 comp: -5; PPARg SRC2 recr: -6; PPARg SRC1 recr: 2

How did CCOc1ccccc1C(=O)N(Cc1cccs1)C1CCS(=O)(=O)C1 (stereo not drawn) do in these assays?
bIAP inhibitor: 1; SRC2 TRFRET art: 1618; PPARg SRC-3 ag: -2; L major viab: -5; bIAP act: 1; Redox H2O2 prof: -1.1; ROMK mod: -0.008; S1P3 antag: 4; TLR4 MyD88 comp: -1; PPARg SRC2 recr: 2; PPARg SRC1 recr: 0

What do the screens show for `CCOc1ccc2nc(SCC(=O)NC(=O)C(C)C)sc2c1`?
bIAP inhibitor: 12; SRC2 TRFRET art: 1400; PPARg SRC-3 ag: -1; L major viab: 11; bIAP act: 0.9; Redox H2O2 prof: -1.1; ROMK mod: -0.68; S1P3 antag: -14; TLR4 MyD88 comp: -5; PPARg SRC2 recr: -4; PPARg SRC1 recr: -2

What do the screens show for `CCN(Cc1ccncc1)C(=S)Nc1c(C)cccc1C`?
bIAP inhibitor: 5; SRC2 TRFRET art: 1733; PPARg SRC-3 ag: 4; L major viab: -7; bIAP act: 1; Redox H2O2 prof: -0.3; ROMK mod: 0.77; S1P3 antag: -9; TLR4 MyD88 comp: -12; PPARg SRC2 recr: 0; PPARg SRC1 recr: 6

How did CC(=O)c1sc(NC(=O)c2cc(-c3ccccc3)nn2-c2ccccc2)nc1C do in these assays?
bIAP inhibitor: 26; SRC2 TRFRET art: 1534; PPARg SRC-3 ag: 3; L major viab: 19; bIAP act: 0.7; Redox H2O2 prof: -0.1; ROMK mod: 1.1; S1P3 antag: -3; TLR4 MyD88 comp: -4; PPARg SRC2 recr: -3; PPARg SRC1 recr: -6

Rows are unselected; 11% or so of the library scored in one or more.
